CAL PDZ FP-1 = untagged CAL PDZ binding inhibitors, primary screen, biochemical, fluorescence polarization, HTS. purified CAL PDZ, TMR-peptide fluorescence polarization, 1 h. inhibition, % at 24.9 µM. actives 0.92% (n = 300,000). AID 602252, 2012;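 active means mean inhibition of at least 30% with at least half of replicates also reaching 30%; inconclusive means no clear call, values can overlap the other calls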;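 further: 0% = DMSO neutral control and 100% = excess unlabeled competitor peptide PRC23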
PvdQ acylase = P. aeruginosa PvdQ acylase inhibitors, primary screen, biochemical, fluorescence, plate reader and imaging, single point | PvdQ acylase [Pseudomonas aeruginosa LESB58] | purified PvdQ acylase | inhibition, % at 10 µM | actives 0.063% (n = 340,000) | AID 488965, 2010; in the data active means inhibition above about 30%, passing the limit was not always enough; inconclusive means no clear call, values can overlap the other calls;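 further: 0% = vehicle neutral wells and 100% = reference inhibitor wells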
dFosB act = activators of delta FosB homodimer, primary screen, biochemical, fluorescence polarization, TAMRA-CDK5 oligo, single point. Protein FosB (Mus musculus), P13346. activation, % at 25 µM. purified delta FosB; percent of positive-control signal above neutral wells. actives 0.99% (n = 340,000);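 active means mean activation above about 17%, with every replicate also reaching it, limit read from the data, passing the limit was not always enough; inconclusive means only one of the two conditions met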;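 further: fluorescence polarization rise as delta FosB binds a TAMRA Cdk5 AP-1 oligo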
Target sequence (P13346 whole entry, looked up): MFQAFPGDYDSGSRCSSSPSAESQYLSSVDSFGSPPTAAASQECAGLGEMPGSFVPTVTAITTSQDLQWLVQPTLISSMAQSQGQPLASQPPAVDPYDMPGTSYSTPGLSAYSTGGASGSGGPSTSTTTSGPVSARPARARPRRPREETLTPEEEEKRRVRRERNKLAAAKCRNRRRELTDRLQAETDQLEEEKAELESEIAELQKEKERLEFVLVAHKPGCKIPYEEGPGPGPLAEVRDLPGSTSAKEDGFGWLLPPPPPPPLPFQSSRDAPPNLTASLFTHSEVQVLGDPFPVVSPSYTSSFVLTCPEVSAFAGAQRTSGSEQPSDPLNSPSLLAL
PfHsp90 set2 = growth inhibition of PfHsp90-expressing yeast, primary screen, antimalarial PfHsp90 inhibitor project, S. cerevisiae, BacTiter-Glo luminescence, single point, set 2; BacTiter-Glo ATP, 48 h; yeast lacking PDR1 and PDR3 efflux regulators; inhibition, % at 9.4 µM; actives 0.32% (n = 310,000);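 active means every replicate shows inhibition above about 80%, whatever the replicate mean, limit read from the data; inconclusive means mean inhibition reaches the set limit but some replicate falls short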;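 further: 0% = DMSO neutral controls and 100% = 20 µM radicicol positive controls; yeast relying on Plasmodium falciparum Hsp90 in place of its own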
SR-BI HDL uptake = inhibitors of SR-BI mediated HDL lipid uptake, primary screen, ldlA[mSR-BI] cells, fluorescence, single point. Scavenger receptor class B member 1 (Mus musculus), Q61009. ldlA[mSR-BI] CHO cells, DiI-HDL uptake fluorescence, 3 h. inhibition, % at 12.5 µM. actives 0.96% (n = 320,000). AID 488896, 2010;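 active means mean replicate inhibition of at least 70% and a set share of replicates each scoring 70 or more; inconclusive means meets just one of the two criteria; inactive means fails both criteria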;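 further: 0% = median of neutral control wells and 100% = median of positive control wells; values of inactives mirror those of a sister screen read the other way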
Target sequence (Q61009 whole entry, looked up): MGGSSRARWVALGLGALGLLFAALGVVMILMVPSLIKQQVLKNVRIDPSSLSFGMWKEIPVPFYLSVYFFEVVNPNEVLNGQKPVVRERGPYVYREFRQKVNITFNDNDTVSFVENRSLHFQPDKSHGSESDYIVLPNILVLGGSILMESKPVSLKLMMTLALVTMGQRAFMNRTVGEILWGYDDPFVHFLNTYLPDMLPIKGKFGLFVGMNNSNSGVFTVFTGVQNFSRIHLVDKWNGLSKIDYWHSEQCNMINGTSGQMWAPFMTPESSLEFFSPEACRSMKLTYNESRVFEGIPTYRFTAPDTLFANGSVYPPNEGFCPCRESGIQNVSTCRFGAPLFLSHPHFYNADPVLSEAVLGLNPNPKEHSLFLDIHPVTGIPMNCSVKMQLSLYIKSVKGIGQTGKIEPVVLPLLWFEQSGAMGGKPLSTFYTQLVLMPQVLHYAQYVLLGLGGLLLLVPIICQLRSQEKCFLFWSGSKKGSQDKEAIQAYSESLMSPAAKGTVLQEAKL
Rtt109 HAT inh = inhibitors of C. albicans Rtt109/Vps75 HAT, primary screen, biochemical, ThioGlo CoA-SH fluorescence, plate reader | purified Rtt109/Vps75, 4 h | Histone acetyltransferase RTT109 (Candida albicans (strain SC5314 / ATCC MYA-2876)), … | AID 540336, 2011 | inhibition, % at 34.9 µM | actives 0.16% (n = 330,000);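 active means inhibition of at least 50% in every replicate; inconclusive means best replicate reaches 50% inhibition but some replicates fall short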
NSD2 HMT inh = NSD2 histone methyltransferase inhibitors, primary screen, biochemical, AlphaScreen, single concentration, set 2. NSD2 peptide methylation, 120 min. inhibition, % at 12.5 µM. actives 0.54% (n = 310,000). AID 743445, 2014; in the data active means inhibition above about 50%
SR-BI DiI-HDL act = activators of SR-BI mediated DiI-HDL uptake, primary screen, ldlA[mSR-BI] CHO cells, DiI fluorescence; activation, % at 12.5 µM; actives 0.096% (n = 320,000); 3 h; 100 = double the neutral-control signal; AID 504775, 2011;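 active means mean replicate activation of at least 60% and every replicate at or above 60%; inconclusive means mean or all-replicate condition met, but not both; inactive means mean below 60% and not all replicates reaching 60%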;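 further: 0% = median plate neutral-control signal and 100% = twice that signal; values of inactives mirror those of a sister screen read the other way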
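Test system: SR-BI-overexpressing, LDLR-lacking CHO cells; Also added: labelled HDL, 10 µg/mL; Measured by: bottom-read cell fluorescence after medium removal, ex 550/em 595 nm; Timing: 3 h uptake period with compound, 37 °C; Buffer or medium: F12, 0.5% BSA, 25 mM HEPES; Doses: single compound concentration, delivered by pin transfer.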
MITF TRPM1 HTS = activators of MITF-driven TRPM1 promoter reporter, primary screen, cell-based, SK-MEL-5, luciferase, single point | SK-MEL-5 TRPM1-promoter luciferase, 24 h; % of positive control, neutral wells = 0 | activation, % at 12.5 µM | actives 0.75% (n = 300,000) | AID 588334, 2011;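 active means mean activation of at least 80% with every replicate also reaching 80%; inconclusive means mean reaches 80% but some replicate falls short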;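 further: 0% = neutral control wells and 100% = parthenolide positive control wells; values of inactives mirror those of a sister screen read the other way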
CAL PDZ FP-2 = CAL PDZ peptide-binding inhibitors, primary screen, biochemical, fluorescence polarization, Cer-tagged CAL PDZ, HTS; purified CAL PDZ, TMR-peptide fluorescence polarization, 1 h; inhibition, % at 20 µM; actives 0.02% (n = 330,000); AID 504414, 2011;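 active means highest replicate inhibition of at least 40%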;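 further: plate controls were DMSO neutral control wells for no effect and unlabeled competitor peptide control wells for full effect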
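Read-out basis: mP drop reported as inhibition | Assay system: Tagged CAL PDZ protein CerCALP, purified | Benchmarks: Unlabelled peptide for full inhibition, DMSO wells as neutral | Schedule: 1 h incubation at room temperature before polarization reading | Buffer or medium: Sodium phosphate/NaCl buffer pH 7.4 with TCEP, IgG, Thesit | Doses: Single point, 20 µM | Measured by: Fluorescence polarization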
* = called active by the depositor; ? = inconclusive; / = no result given. Compounds were not picked by outcome, and some 4.3% of all compounds hit somewhere here.

SMILES	CAL PDZ FP-1	PvdQ acylase	dFosB act	PfHsp90 set2	SR-BI HDL uptake	Rtt109 HAT inh	NSD2 HMT inh	SR-BI DiI-HDL act	MITF TRPM1 HTS	CAL PDZ FP-2
CCc1ccccc1NC(=O)C1=CC(c2cccs2)=NS(=O)(=O)N1C	/	5	-6	1	27	4	/	-27	/	-0.4
Cn1c(CNC(=O)c2cccs2)nnc1SCC(=O)Nc1ccc(Cl)cc1	-4	-8	-5	-24	16	-1	-5	-16	-6	-1.0
CCN1CCN(C(=S)Nc2cccc(C(F)(F)F)c2)CC1	/	-16	-8	22	-33	1	2	33	-7	-0.9
Cc1cc(C(=O)NCCN2CCN(c3cccc(Cl)c3)CC2)n(-c2ccccc2)n1	/	-10	-2	4	21	-6	/	-21	-21	-0.6
CC1CCCCN1C(=O)CCS(=O)(=O)Cc1ccccc1 (stereo unspecified)	4	9	-7	-6	/	-4	-2	/	-6	-2.7
CN(Cc1ccc(F)cc1)C(=O)c1ccc(NC(=O)CC2SC(N3CCCC3)=NC2=O)cc1 (stereo unspecified)	/	11	-8	-13	5	3	0	-5	1	-1.3
CC(NC(=S)Nc1c(Br)cccc1OC(F)F)C(C)(C)C (stereo unspecified)	-1	-18	-8	8	-12	-4	-2	12	-3	0.7
Cn1c(=O)c2c(ncn2CC(=O)OCC(=O)Nc2ccccc2)n(C)c1=O	-4	-13	-6	/	6	0	-4	-6	-7	-1.8
COc1ccc(-c2csc(NC(=O)c3nc(-c4ccccc4)oc3C)n2)cc1	-2	4	4	-7	7	-5	-4	-7	1	-0.6
C=CCn1c(=O)c2c(nc3n2CCCN3Cc2ccccc2)n(C)c1=O	-5	0	4	9	1	17	5	-1	-10	-2.2
Cc1ccc(C)c(N2CCN(C(=O)CCc3nc(-c4ccc(Cl)cc4)no3)CC2)c1	-3	-5	-5	-6	3	-5	/	-3	9	0.6
CCc1c(C)nc(SCc2ccccn2)[nH]c1=O	-2	-1	2	1	-36	/	-8	36	-3	-2.0
CCCNC(=O)c1nnsc1S(=O)c1ccc(Cl)cc1 (stereo unspecified)	-3	0	-5	105*	9	?	-1	-9	-67	/
C=CCn1c(=O)c2ccccc2n2c(SCC(=O)NC(C)C)nnc12	-2	-12	1	3	13	-1	-1	-13	5	-0.2
CCCCNC(=S)N1CCn2cccc2C1c1ccccc1 (stereo unspecified)	1	-12	-9	/	0	9	3	0	-9	0.5
O=C(N/N=C/c1sc2ccccc2c1O)c1cccc2ccccc12	1	11	4	104*	106*	12	2	-106	-42	0.1
COC(=O)c1ccc(/C=N/n2cnnc2)cc1	-2	-8	-7	35	-4	5	/	4	-5	-2.2
CC(C(=O)c1ccc(-c2ccccc2)cc1)[n+]1ccccc1 (stereo unspecified)	-4	-3	-3	-1	-23	/	3	23	-30	-2.4
COc1ccccc1CN1CC(C(=O)N(C)CCCn2nc(C)cc2C)CCC1=O (stereo unspecified)	/	-21	-1	-6	-2	0	2	2	-3	-0.8
COc1ccc(OCc2cc(C(=O)N3C[C@H]4CC[C@H]3C4)no2)c(Cl)c1	0	2	-7	-8	-12	1	-4	12	84*	-1.2
COc1ccc(NC(=O)c2cn(CCC#N)nc2-c2cc3ccccc3o2)cc1	9	-9	3	-26	/	7	-8	/	-9	-0.5
Cc1cc(=O)oc2cc(OCC(=O)c3ccc4c(c3)NC(=O)CO4)ccc12	0	-3	14	-2	-28	-11	4	28	3	0.1
COc1cc(Cl)cc(NC(=O)CCN2CCN(C)CC2)c1	-1	-13	-2	26	1	-4	0	-1	/	-0.6
Cc1ccc2cc(CN(Cc3ccco3)C(=S)NCC3CCCO3)c(=O)[nH]c2c1 (stereo unspecified)	-1	-9	-4	-10	-1	3	3	1	1	-3.1
N#C/C(=N\O)c1nc2ccccc2s1	/	-4	8	12	-21	4	-1	21	-12	-1.1
Cn1cc([N+](=O)[O-])c(C(=O)Nc2cnn(Cc3ccc(F)cc3)c2)n1	2	1	6	15	-20	-4	-1	20	-4	-0.4
COc1ccc(C(=O)c2coc3ccc(O)c(CN(C)C)c23)cc1	14	-3	-11	22	/	-2	/	/	4	-1.0
O=C(Nc1ccc(Br)cc1)N1CCCCCC1	-3	-8	6	-12	-28	-1	-2	/	79	-0.6
N#Cc1c(Cl)nc2c(c1C#N)CCCC2	-4	8	1	-9	-19	-5	61*	19	/	-1.3
O=C(COC(=O)/C=C/c1cccc(Cl)c1)NC1CC1	/	-12	-9	-25	-50	-6	-1	50	-6	-0.7
CC(C)CN1C(=S)SC(C)(C)C1n1oc(=O)n(-c2ccccc2)c1=O (stereo unspecified)	-1	-9	3	-1	14	0	1	-14	12	-2.7
Cc1ccc(CNC(=O)C(=O)NCC2CCCO2)cc1 (stereo unspecified)	/	9	-6	-2	-25	-1	-1	25	2	0.2
CSc1ccc(Cl)c(C(=O)NCc2ccco2)c1	-3	-9	-4	21	6	-7	-5	-6	1	-0.8
COc1ccc(C)cc1NC(=O)NC1CCN(Cc2ccccc2)CC1	/	2	-8	/	10	-8	1	-10	-2	-0.1
CCSc1n[nH]c2nc3c(c(=O)n12)C1(CCCC1)Cc1ccccc1-3	-1	-11	8	-11	-9	-7	-6	9	-13	-0.3
COc1ccccc1N(CC(=O)Nc1ccccc1C)S(C)(=O)=O	0	-11	-4	-12	-24	-9	13	24	-3	-1.5
O=C1c2ccccc2-c2cccnc21	5	16	-2	-11	-23	-16	/	23	/	-1.5
COc1ccc(-n2c(NC(=O)c3ccco3)c(C#N)c3nc4ccccc4nc32)cc1	0	4	-8	-32	-6	-36	-3	6	-3	-0.6
Cc1coc2cc3oc(=O)c(CCC(=O)NC4CC4)c(C)c3cc12	1	2	-11	0	13	-7	/	-13	26	-0.9
CCN(CC)C(=O)C1CCN(S(=O)(=O)c2ccc(C3CNC(=O)C3)cc2)CC1 (stereo unspecified)	/	-14	-3	-1	6	-1	/	-6	1	0.2
Clc1ccccc1-c1ccc(/C=N/Nc2nncc(-c3ccccc3)n2)o1	0	5	-2	-17	48	0	1	-48	-24	0.0
Cc1cccc2c(CC(=O)O)noc12	-6	9	1	-8	-28	-12	-1	28	-14	0.1
O=C(CNC(=O)c1ccc(OC(F)F)cc1)NCC1(N2CCOCC2)CCCCC1	2	-13	4	-40	-12	-8	-4	12	-2	-0.4
COc1cccc(-c2nnc(SCC(=O)N3CCOCC3)o2)c1	-8	-8	-1	-11	6	-2	/	-6	44	0.0
COCCSc1ccccc1C(=O)Nc1cccnc1	4	-22	-3	3	-5	6	/	5	0	-2.9
O=C(CN1CCOc2ccccc21)NC1CC1	/	-9	0	/	-24	-3	/	24	/	-0.1
Cc1sc2ncnc(N3CCC(C(=O)NNC(=O)COc4ccccc4F)CC3)c2c1C	-2	-18	-1	/	53	-2	-4	-53	0	-4.9
CC(=O)Nc1ccc(S(=O)(=O)Nc2cc3c(cc2C(C)=O)OCO3)cc1	-2	-9	-16	4	3	-1	0	-3	-4	-0.9
O=C(C=Cc1cccs1)c1ccc(Cl)s1	-4	4	-1	-6	-2	-2	1	2	29	-1.5
COCc1cc(=O)[nH]c2cc(NC(=O)C(F)(F)F)c(C)cc12	-5	4	-6	7	5	1	-2	-5	13	0.2
CC(Oc1ccc(Cl)cc1Cl)C(=O)NC1CCSC1=O (stereo unspecified)	/	-6	2	/	28	0	-3	-28	-5	0.4
Nc1cccc(C(=O)OCC(=O)NC2CCCc3ccccc32)c1 (stereo unspecified)	/	-2	-16	-13	14	-6	-2	-14	-10	-1.6
COc1cccc(OCCn2cc(/C=N/NC(=O)c3ccncc3)c3ccccc32)c1	-2	6	-3	-59	38	12	-2	-38	6	0.5
CCOC(=O)c1sc(N)c(C(N)=O)c1C	-4	-12	-11	-3	2	1	-2	-2	9	0.5
Cc1ccc(S(=O)(=O)N(C)C)cc1NC(=O)COC(=O)CC1CCCC1	-2	4	-9	-4	-14	10	-5	14	-3	-2.5
O=C(CCCCCn1c(=S)[nH]c2ccc(N3CCOCC3)cc2c1=O)NCc1ccc(Cl)cc1	-3	-17	-15	-74	31	-8	/	-31	-16	3.4
COc1ccc(CCC(=O)NNC(=O)Nc2ccc(C(C)=O)cc2)cc1	-1	-6	-1	-11	3	0	-3	-3	14	-2.1
Cc1cccc(OC(C)C(=O)OCC(=O)N2CCN(c3ccccc3)CC2)c1 (stereo unspecified)	-3	20	2	-6	4	-1	6	-4	9	0.2
CN(CC(=O)Nc1cccnc1)S(=O)(=O)c1ccc(Br)cc1	-2	-11	5	4	-17	-4	1	17	-1	-2.7
CCOC(=O)c1c(C)nc2c(c1-c1ccccc1)C(=O)CCC2	-1	3	4	15	27	9	0	-27	0	-0.6
Remaining list, next part.
SMILES	CAL PDZ FP-1	PvdQ acylase	dFosB act	PfHsp90 set2	SR-BI HDL uptake	Rtt109 HAT inh	NSD2 HMT inh	SR-BI DiI-HDL act	MITF TRPM1 HTS	CAL PDZ FP-2
O=C(CCl)NCc1cc(-c2ccc(Cl)cc2)no1	/	-10	-2	-12	-20	2	1	20	-13	0.0
COc1ccc(Cl)cc1NC(=O)NCCN1CCCCC1	11	-8	-4	/	-9	-2	/	9	-6	-1.2
CC(/C=C/c1ccco1)=N\NC(=O)COc1ccc(C)c(C)c1	-5	-8	-12	-21	15	1	0	-15	-11	-2.0
CN(CC(=O)Nc1ccccc1C(=O)NC1CC1)Cc1ccc(Cl)cc1	-5	0	-5	-13	-4	8	-1	4	-3	-2.1
CCN(CC)S(=O)(=O)c1ccc(S(=O)(=O)Nc2ccc3c(c2)oc2ccccc23)cc1	-1	-13	-7	/	-4	4	22	4	7	-1.5

Assay outcomes (PubChem BioAssay)
